# Screens as filed in PubChem.
# PvdQ acylase – P. aeruginosa PvdQ acylase inhibitors, primary screen, biochemical, fluorescence, plate reader and imaging, single point | purified PvdQ acylase | 0.063% of 340,000 active | inhibition, % at 10 µM | PvdQ acylase [Pseudomonas aeruginosa LESB58] | AID 488965, 2010; in the data active = inhibition above about 30%, passing the limit was not always enough;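 note: 0% = vehicle neutral wells and 100% = reference inhibitor wells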
# Keap1-Nrf2 PPI – Keap1-Nrf2 protein-protein interaction inhibitors, primary screen, biochemical, fluorescence polarization, single point. Kelch-like ECH-associated protein 1 (Homo sapiens), Q14145. Keap1 Kelch-Nrf2 peptide fluorescence polarization, 1536-well. inhibition, % at 9.4 µM. 0.15% of 340,000 active; in the data active = inhibition above about 12%;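 note: human Keap1 Kelch domain with fluorescein labeled Nrf2 9mer peptide probe; 0% = neutral control wells and 100% = peptide positive control; higher means more block of Keap1 binding to Nrf2 peptide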
# SR-BI DiI inh – inhibitors of SR-BI mediated HDL lipid uptake, primary screen, ldlA[mSR-BI] cells, fluorescence, single point; AID 488896, 2010; ldlA[mSR-BI] CHO cells, DiI-HDL uptake fluorescence, 3 h; inhibition, % at 12.5 µM; 0.96% of 320,000 active;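 active = mean replicate inhibition of at least 70% and a set share of replicates each scoring 70 or more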;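 note: 0% = median of neutral control wells and 100% = median of positive control wells; values of inactives mirror those of a sister screen read the other way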
# SR-BI DiI-HDL act – activators of SR-BI mediated DiI-HDL uptake, primary screen, ldlA[mSR-BI] CHO cells, DiI fluorescence; 3 h; 100 = double the neutral-control signal; activation, % at 12.5 µM; 0.096% of 320,000 active; AID 504775, 2011;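 active = mean replicate activation of at least 60% and every replicate at or above 60%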;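 note: 0% = median plate neutral-control signal and 100% = twice that signal; values of inactives mirror those of a sister screen read the other way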
#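 Material: SR-BI-overexpressing, LDLR-lacking CHO cells | Dosing: Single compound concentration, delivered by pin transfer | Probe or stimulus: Labelled HDL, 10 µg/mL | Signal: Bottom-read cell fluorescence after medium removal, ex 550/em 595 nm | Schedule: 3 h, 37 °C | Evaluation: HDL uptake via cellular fluorescence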
# PKA-R2B activ – activators of PKA-R2B holoenzyme, primary screen, biochemical, fluorescence polarization, Cy5-IP20, human | PKA-R2B holoenzyme dissociation; R2B truncated from residue 108, S112A mutant; 0% DMSO only, 100% 113 µM cGMP | 0.079% of 340,000 active | activation, % at 11.4 µM | cAMP-dependent protein kinase catalytic subunit beta (Homo sapiens) + cAMP-dependent …;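 active = activation above a cutoff set at the mean over all compounds plus 3 SD, cut at about 18% in these data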;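 note: higher means more holoenzyme dissociation and a rise in polarization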
# C-LANA FP – inhibitors of KSHV C-LANA binding to DNA, primary screen, biochemical, fluorescence polarization, FAM-LBS DNA, MBP-C-LANA, single point; Kaposi's sarcoma herpesvirus LANA C-terminal domain (residues 932-1162) DNA binding; inhibition, % at 9 µM; 0.078% of 340,000 active; AID 504423, 2011;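 active = highest replicate inhibition at or above 60% at 9 µM, even if other replicates fall short; inactive = all replicates below 60% inhibition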;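 note: 0% = neutral control wells and 100% = 4 µM acridine orange control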
# DAGLB inh – DAGLB lipase inhibitors, primary screen, biochemical, fluorescence, HTS. Diacylglycerol lipase-beta (Homo sapiens), Q8NCG7. HEK293T DAGLB membrane lysate, EnzChek fluorogenic substrate. inhibition, % at 5.17 µM. 0.059% of 340,000 active. AID 504411, 2011; in the data active = inhibition above about 34%;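 note: 0% = enzyme with vehicle and 100% = wells lacking enzyme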
# Arr AP2 block – inhibitors of beta-arrestin/AP2 binding, primary screen, biochemical, GPCR trafficking, flow cytometry | FITC-arrestin peptide / GST-AP2 beads; AP2 beta2 appendage carries R879A mutation | inhibition, % at 10 µM | 0.31% of 340,000 active | AID 504490, 2011;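 active = inhibition above a set limit, near 3 SD of compounds lacking own fluorescence, cut at about 54% in these data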;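 note: plate controls were DMSO wells for no effect and 5 µM unlabelled arrestin peptide for full effect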
#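 System: GST-tagged AP2 beta2-adaptin appendage (R879A) on 4 µm glutathione beads / Reagent: FITC-arrestin peptide, 50 nM / Detection: HyperCyt-sampled flow cytometry, FL1 channel, ex 488/em 535 nm / Timing: 12 min plus 1 h, RT / Buffer or medium: PBS plus Tween 20 (0.05%) and BSA (0.1%)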
# RTF Ca sens inh – cardiac RTF calcium sensitivity inhibitors, primary screen, biochemical, IANBD-TnC fluorescence, EC70 calcium; IANBD-labeled cardiac RTF, Ca2+ fluorescence; 0.12% of 340,000 active; inhibition, % at 7.15 µM; Troponin I, cardiac muscle (Homo sapiens) + Troponin T, cardiac muscle (Homo sapiens) + …;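 active = inhibition above the mean inhibition of all tested compounds plus 3 SD, cut at about 17% in these data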;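 note: assay run at fixed EC70 calcium of 1.6 mM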
# NSD2 HMT inh – NSD2 histone methyltransferase inhibitors, primary screen, biochemical, AlphaScreen, single concentration, set 2 | Histone-lysine N-methyltransferase NSD2 (Homo sapiens), O96028 | NSD2 peptide methylation, 120 min | inhibition, % at 12.5 µM | 0.54% of 310,000 active | AID 743445, 2014; in the data active = inhibition above about 50%
# Target sequence (O96028 whole entry, looked up): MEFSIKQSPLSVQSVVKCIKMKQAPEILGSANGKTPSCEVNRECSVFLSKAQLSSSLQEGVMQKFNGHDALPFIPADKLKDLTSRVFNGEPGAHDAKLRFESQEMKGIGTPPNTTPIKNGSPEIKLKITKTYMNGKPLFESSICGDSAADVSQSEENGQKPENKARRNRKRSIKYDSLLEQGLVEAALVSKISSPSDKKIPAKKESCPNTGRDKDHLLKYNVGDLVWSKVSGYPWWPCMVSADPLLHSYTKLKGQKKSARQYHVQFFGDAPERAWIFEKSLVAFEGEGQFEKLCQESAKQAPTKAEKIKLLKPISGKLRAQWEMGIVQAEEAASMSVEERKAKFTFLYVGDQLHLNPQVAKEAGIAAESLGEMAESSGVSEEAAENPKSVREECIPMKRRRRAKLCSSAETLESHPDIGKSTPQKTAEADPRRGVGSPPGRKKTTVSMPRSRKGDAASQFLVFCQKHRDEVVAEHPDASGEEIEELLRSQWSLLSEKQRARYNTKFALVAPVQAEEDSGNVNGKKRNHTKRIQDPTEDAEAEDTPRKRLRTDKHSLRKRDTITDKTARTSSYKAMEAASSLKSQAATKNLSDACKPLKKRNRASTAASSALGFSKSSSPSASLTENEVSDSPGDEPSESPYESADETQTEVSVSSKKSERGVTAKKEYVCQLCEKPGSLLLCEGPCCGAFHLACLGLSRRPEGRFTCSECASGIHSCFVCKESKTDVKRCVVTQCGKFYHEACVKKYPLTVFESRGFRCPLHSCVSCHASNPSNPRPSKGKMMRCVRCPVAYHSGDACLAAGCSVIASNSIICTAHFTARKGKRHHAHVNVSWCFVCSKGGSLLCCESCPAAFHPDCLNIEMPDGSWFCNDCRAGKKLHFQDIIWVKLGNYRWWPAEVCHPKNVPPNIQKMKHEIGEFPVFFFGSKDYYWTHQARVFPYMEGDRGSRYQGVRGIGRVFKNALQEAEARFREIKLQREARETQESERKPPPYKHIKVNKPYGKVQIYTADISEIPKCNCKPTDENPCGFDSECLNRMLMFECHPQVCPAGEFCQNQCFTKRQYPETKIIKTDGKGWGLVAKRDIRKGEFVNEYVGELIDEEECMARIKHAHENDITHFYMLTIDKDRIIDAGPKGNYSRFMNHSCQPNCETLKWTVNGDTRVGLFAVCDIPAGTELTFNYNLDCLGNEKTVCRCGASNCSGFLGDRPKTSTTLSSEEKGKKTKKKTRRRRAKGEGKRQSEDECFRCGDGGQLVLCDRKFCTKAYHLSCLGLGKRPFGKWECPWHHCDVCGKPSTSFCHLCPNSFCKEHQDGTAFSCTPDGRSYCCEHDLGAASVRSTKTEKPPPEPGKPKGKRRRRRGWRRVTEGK
# Numbers without * were called inactive; i = inactive; / = not tested or not shown.
SMILES,PvdQ acylase,Keap1-Nrf2 PPI,SR-BI DiI inh,SR-BI DiI-HDL act,PKA-R2B activ,C-LANA FP,DAGLB inh,Arr AP2 block,RTF Ca sens inh,NSD2 HMT inh
CCOc1ccccc1N1CC(C(=O)Nc2ccccc2CC)CC1=O (configuration not stated),2,-1,19,-19,-13,-0.3,1,3,5,6
Cc1ccc(NC(=O)C2CCCN(C(=O)Nc3ccc(F)cc3)C2)cc1 (configuration not stated),-10,-4,/,/,-1,0.2,0,5,-3,5
C=CCN1C(=O)CSc2ccc(C(=O)NCCC3=CCCCC3)cc21,0,2,21,-21,3,0.2,-3,19,-1,-1
O=C(O)CC(NC(=O)c1sc2ccccc2c1Cl)c1ccc(OC2CCCC2)cc1 (configuration not stated),-13,4,-6,6,-3,-0.2,7,9,-8,3
CCN(CC)C(=O)c1ccc2c(c1)nnn2C,-8,-6,-12,12,-3,0.6,1,-6,-7,0
O=S(=O)(Nc1cccc2c1CCCC2)c1cccc(C(F)(F)F)c1,-7,3,-2,2,-4,0.0,-5,4,-9,-2
Cc1noc(C)c1NC(=O)N(C)C[C@H]1Oc2c(NC(=O)C3CC3)cccc2C(=O)N([C@H](C)CO)C[C@@H]1C,-11,-2,-1,1,5,-2.4,-2,/,-2,/
COc1ccc(CCNC(=O)COc2ccc(S(=O)(=O)NC3CCCCC3)cc2Cl)cc1OC,-4,-1,51,-51,-7,-0.3,-3,-7,6,1
CCCC(=O)OCC(=O)NC1CCCc2ccccc21 (configuration not stated),-2,-3,-3,3,-2,2.6,-3,12,-2,-2
C/C(=N/Nc1ccc([N+](=O)[O-])cc1)c1ccc(C)cc1C,-4,-4,48,-48,-10,-2.6,1,1,-6,4
Cc1cc(OCCN2CCCCCC2)ccc1[N+](=O)[O-],-3,-1,-14,14,3,1.7,-1,1,-7,7
O=C(CN1C(=O)COc2ccccc21)Nc1ccc(N2CCOCC2)cc1,2,-1,6,-6,5,-1.2,1,-1,0,2
CNC(=O)c1[nH]cnc1C(=O)Nc1ccccc1C,-7,-3,13,-13,0,1.0,1,16,-6,-3
CNC(=O)COc1ncnc2scc(-c3ccc(F)cc3)c12,4,7,-1,1,1,-0.4,1,49,-1,0
NC(=O)c1ccc[n+](CC(=O)OCCC23CC4CC(CC(C4)C2)C3)c1,2,0,-20,20,-5,1.9,-1,0,0,0
COc1ccccc1Nc1nc(NCCCN(C)C)nc(N)c1[N+](=O)[O-],-9,-4,1,-1,5,-6.3,-1,6,-3,9
O=C(CN1C(=O)C2CC=CCC2C1=O)Nc1ccc(S(=O)(=O)NC2=NCCCCC2)cc1 (configuration not stated),4,4,-18,18,3,-1.4,0,7,-12,1
CCCCNC(=O)C12CCC(C)(C(=O)C1Br)C2(C)C (configuration not stated),5,-2,-6,6,-19,0.7,0,16,5,-1
COc1cccc(-c2nc(CS(=O)(=O)CC(=O)Nc3cc(C)ccc3C)c(C)o2)c1,-11,1,13,-13,-4,-1.0,-2,-9,-9,/
CC(C)[C@H](N)c1nnc2n1N=C(c1ccc(Cl)cc1)CS2,-16,-2,-21,21,-2,1.6,0,11,-12,-2
C=CCN1C(=O)C(CC(=O)O)SC1=Nc1ccc(C(=O)O)cc1 (configuration not stated),1,-6,-7,7,3,0.1,-1,0,5,-3
CCOC(=O)C1CCN(C(=O)Cc2ccc(OC)c(OC)c2)CC1,-7,-8,-20,19,9,-2.3,0,4,0,-13
CCCc1cc(-c2nc(-c3ccc(Cl)cc3)cs2)ccn1,6,0,25,-25,-12,-1.3,-15,17,3,-1
COc1cccc(/C=C2\SC(=S)N(N3CCOCC3)C2=O)c1OC,2,2,13,-13,0,0.8,-9,-13,-8,2
O=C(CCc1ccccc1)NC1CCCc2ccccc21 (configuration not stated),-12,-6,12,-12,-3,-1.4,-2,-6,1,-7
COc1ccc(CCNC(=O)Cc2ccccc2)cc1OC,0,0,-14,14,-16,-0.8,-2,7,2,-3
CC(OC(=O)c1c2c(nc3ccccc13)/C(=C\c1ccc3c(c1)OCO3)CCC2)C(=O)Nc1ccc(S(N)(=O)=O)cc1 (configuration not stated),-9,-3,/,/,-8,9.5,-79,5,i,-2
CCn1c(=O)c(=O)[nH]c2cc(C(=O)NC(C)c3ccc(S(N)(=O)=O)cc3)ccc21 (configuration not stated),-2,4,/,/,9,0.9,1,-4,0,0
C[C@H]1C(=O)N(C)CCN1C(=O)c1ccccc1OC1CCN(S(C)(=O)=O)CC1,-4,-3,-16,16,-1,1.2,-1,22,3,-2
CCN(CC)CCCNc1ncnc2scc(-c3ccc(F)cc3)c12,-10,-1,-7,7,-2,-2.2,0,6,-17,63*
O=C(Nc1cccc(/C=C/c2ccccn2)c1)c1ccc(-n2cncn2)c([N+](=O)[O-])c1,-13,0,53,-53,-8,3.8,2,-10,-13,3
CCCn1nnc(NC(=S)NC(=O)c2cccs2)n1,0,-5,-7,7,-12,-1.9,2,-8,0,-1
CN1/C(=C/C=N/NC(=O)c2ccc([N+](=O)[O-])cc2)C(C)(C)c2ccccc21,-4,-4,-19,19,-5,-0.5,7,6,-15,10
COc1ccc(/C=N/NC(=O)c2ccc(C)cc2)cc1CN1CCN(c2ccc(F)cc2)CC1,-4,-8,12,-12,-1,0.8,0,-2,-1,14
O=C(c1cc(Cl)nc2ccccc12)N1CCN(S(=O)(=O)c2ccccc2[N+](=O)[O-])CC1,-3,-2,-23,23,2,0.3,0,8,-9,1
N/C(=N\OC(=O)c1ccc([N+](=O)[O-])cc1Cl)c1ccccn1,-15,-6,9,-9,0,-0.3,2,0,0,-1
O=C(CCc1nc2ccccc2c(=O)[nH]1)OCCOc1ccc(Cl)cc1,-9,-2,-13,13,-6,0.4,-2,-1,-9,-1
CCc1nnc(NC(=O)c2ccc3ncsc3c2)s1,-3,-4,/,/,6,0.3,0,-1,-8,-2
Cc1ccccc1C(=O)N[C@H](C(=O)OCC(=O)NC1CC1)C(C)C,-3,-8,-32,/,-5,0.5,2,-2,3,-6
CCCCCn1c(=O)[nH]c2cc(C(=O)NCCN3CCOCC3)ccc2c1=O,-11,-2,-16,16,-1,0.6,-1,-5,-1,/
COc1ccc(C(C(=O)NCC2CCCO2)N(Cc2cccs2)C(=O)c2snc(C(N)=O)c2N)cc1OC (configuration not stated),16,-2,1,-1,-10,0.3,-1,-2,-12,2
N#Cc1c(NC(=O)CSC2=NCCS2)sc2c1CCCC2,-2,-4,82*,-82,15,0.7,-7,26,1,0
CC(C)C(=O)Nc1c2c(nn1-c1ccc(F)cc1)CSC2,3,0,1,-1,6,-0.9,-2,30,-5,-1
Cc1sc(-c2ccncc2)nc1OC(=O)c1cc(Cl)cc(Cl)c1,-1,3,-28,28,5,-2.1,-3,-2,-2,1
Cc1nn(-c2ccccc2)c2c1C(=O)NC(=O)C(C)(C)C2,2,-1,-37,37,7,-2.7,2,18,5,1
COc1cc(CCC(=O)OCn2nnc3ccccc3c2=O)cc(OC)c1OC,8,1,-3,3,-8,0.8,2,23,-14,-3
CCn1ncc(CN2CCCC(CNC(=O)c3ccc(F)cc3)C2)c1C (configuration not stated),-11,-1,-15,15,-1,0.3,1,-4,2,-1
COc1ccccc1CC(=O)Nc1ccc(-c2noc(COc3ccc(Cl)c(C)c3)n2)cc1,-10,-2,26,-26,5,-0.1,-1,-1,4,-2
COc1nc(Oc2ccc(=O)n(C)n2)nc(N(C)C)n1,-10,-5,-13,13,-5,1.1,-2,-3,-16,-3
CCOc1c2ccc(C(=O)NCc3ccco3)cc2nn1CCOC,-18,-7,14,-14,2,-0.9,1,-2,-14,/

# (further entries)
SMILES,PvdQ acylase,Keap1-Nrf2 PPI,SR-BI DiI inh,SR-BI DiI-HDL act,PKA-R2B activ,C-LANA FP,DAGLB inh,Arr AP2 block,RTF Ca sens inh,NSD2 HMT inh
N#CCc1ccc(NS(=O)(=O)c2cccs2)cc1,1,-1,-3,3,3,0.9,-1,22,-2,0
COc1ccc(OCC(=O)N/N=C(\C)CC(=O)Nc2ccc(OC)cc2[N+](=O)[O-])cc1,-4,-3,-5,5,9,-2.3,-3,7,-3,1
CCOC(=O)C(NC(=O)Nc1cccc(C)n1)(OCC(F)(F)F)C(F)(F)F (configuration not stated),1,-2,1,-1,-1,2.1,-4,-7,11,-3
Cc1ccc(CN2CCN(Cc3ccc(Oc4ncccn4)cc3)CC2CCO)cc1 (configuration not stated),10,-2,/,/,3,2.3,0,1,-10,10
CCOc1cc(/C=C2/NC(=O)N(CC(=O)OC)C2=O)ccc1OC,-10,0,5,-5,2,1.3,0,8,-9,-2
CCCn1ncc(CN2CCN(CCc3ccccc3)C(CCO)C2)c1C (configuration not stated),1,1,-25,25,16,0.3,0,-4,-5,-1
Cc1nc2cc(NC(=O)c3ccco3)ccc2n1C,-14,-4,-7,7,-6,0.2,1,-2,-1,2
Cc1ccc(-c2c(C(=O)NCc3ccc(F)cc3)oc(=O)c3ccccc23)cc1,3,1,11,-11,6,1.6,-2,25,-2,-2
CCOC(=O)C1(Cc2ccccc2)CCCN(C(=O)c2cnn(CC)c2)C1 (configuration not stated),-14,3,15,-15,-1,0.2,3,-4,-7,-2
O=C(NCCc1ccccc1)C(=O)c1c(-c2ccccc2)[nH]c2ccccc12,-12,-2,9,-9,-6,1.4,-1,-3,1,/

# One compound at a time, from the list above. Values in the order: PvdQ acylase	Keap1-Nrf2 PPI	SR-BI DiI inh	SR-BI DiI-HDL act	PKA-R2B activ	C-LANA FP	DAGLB inh	Arr AP2 block	RTF Ca sens inh	NSD2 HMT inh
# COc1ccc(/C=N/NC(=O)c2ccc(C)cc2)cc1CN1CCN(c2ccc(F)cc2)CC1 is listed with -4	-8	12	-12	-1	0.8	0	-2	-1	14
# CCc1nnc(NC(=O)c2ccc3ncsc3c2)s1 is listed with -3	-4	/	/	6	0.3	0	-1	-8	-2
# COc1ccc(CCNC(=O)COc2ccc(S(=O)(=O)NC3CCCCC3)cc2Cl)cc1OC is listed with -4	-1	51	-51	-7	-0.3	-3	-7	6	1
